Source: PubChem (several laboratories)
HTR2A ag: agonists of mouse serotonin 5-HT2A receptor (HTR2A). P35363. CHO-K1 mHTR2A beta-arrestin complementation, luminescence; percent of 30 µM serotonin response. activation, % at 7.6 µM. actives 0.66% (n = 360,000). AID 624169;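 active = activation above a run cutoff, the mean activation of all tested compounds plus 3 SD, cut at about 14% in these data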;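 note: 0% = plate median of compound wells and 100% = 30 µM serotonin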
N-glyco inh: blocks N-linked glycosylation in D54 reporter cells; D54 ERlucT glycosylation luciferase reporter, 24 h; percent of 100 nM tunicamycin response; reporter increase, % at 12.5 µM; actives 0.23% (n = 360,000); AID 588692;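 active = mean luciferase reporter signal, scaled so untreated is 0 and the glycosylation-blocking control 100, at or above a set limit in every replicate; inconclusive = mean reaches the limit but not every replicate does; inactive = mean below the limit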;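 note: luciferase carries N-glycosylation sites so blocking glycosylation raises the light; 0% = median of neutral control wells and 100% = median of 100 nM tunicamycin wells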
PDI turbidity: inhibitors of human protein disulfide isomerase; actives 0.052% (n = 350,000); inhibition, % at 10 µM; AID 588391; PDI insulin aggregation turbidity, A650, 90 min; P07237;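 active = mean inhibition across replicates of 30% or more, whatever share of single replicates reach that level; inconclusive = mean inhibition below 30% while every single replicate reaches 30%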;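 note: absorbance from insulin aggregation driven by PDI reduction with DTT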
Target sequence (P07237 whole entry, looked up): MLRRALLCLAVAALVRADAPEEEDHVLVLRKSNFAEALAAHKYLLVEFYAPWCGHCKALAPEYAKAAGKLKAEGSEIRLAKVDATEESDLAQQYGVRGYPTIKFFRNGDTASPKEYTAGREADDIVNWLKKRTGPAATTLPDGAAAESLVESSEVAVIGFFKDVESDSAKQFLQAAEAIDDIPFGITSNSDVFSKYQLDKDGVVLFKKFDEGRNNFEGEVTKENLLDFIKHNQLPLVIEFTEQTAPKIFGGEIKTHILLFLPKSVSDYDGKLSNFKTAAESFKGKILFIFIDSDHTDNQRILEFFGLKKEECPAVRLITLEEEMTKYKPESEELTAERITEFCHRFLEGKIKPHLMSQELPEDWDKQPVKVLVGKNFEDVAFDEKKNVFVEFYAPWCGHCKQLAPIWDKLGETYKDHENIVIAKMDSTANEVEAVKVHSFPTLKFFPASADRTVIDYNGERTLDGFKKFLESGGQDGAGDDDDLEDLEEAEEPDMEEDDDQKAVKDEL
MC4R antagonist: blocks human MC4R cAMP signaling. actives 0.48% (n = 360,000). AID 540295. MC4R-expressing cells, MTII-stimulated cAMP, LANCE TR-FRET. P32245. inhibition, % at 6.5 µM;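 active = inhibition above its plate's cutoff, the mean of tested wells on that plate plus 3 SD, cut at about 29% in these data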;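 note: 0% = Melanotan II alone and 100% = Melanotan II plus saturating MCL0020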
Target sequence (P32245 whole entry, looked up): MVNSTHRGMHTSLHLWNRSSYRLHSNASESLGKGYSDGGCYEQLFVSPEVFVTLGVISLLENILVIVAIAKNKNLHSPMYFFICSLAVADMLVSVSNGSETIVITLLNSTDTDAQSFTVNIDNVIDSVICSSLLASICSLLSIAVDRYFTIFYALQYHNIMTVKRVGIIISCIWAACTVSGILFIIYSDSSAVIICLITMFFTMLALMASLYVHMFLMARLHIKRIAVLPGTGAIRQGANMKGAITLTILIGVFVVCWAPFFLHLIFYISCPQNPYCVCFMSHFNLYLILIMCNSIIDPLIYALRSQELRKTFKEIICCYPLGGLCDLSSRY
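System: U2OS-MC4R stable cell line; Technique: Eu-cAMP/anti-cAMP TR-FRET, emission 671 nm; Repeats: single well per compound; Also added: Melanotan II; Dosing: one concentration, 6.5 µM nominal; Schedule: 30-min compound, 1-h challenge, 1-h detection, room temperature.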
ABHD5 PLIN5 PPI: blocks binding of human ABHD5 to perilipin-5; inhibition, % at 4 µM; AID 602281; Split G. princeps luciferase complementation, luminescence, 4 h; actives 0.78% (n = 360,000);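 active = inhibition above the mean inhibition across every tested compound plus 3 SD, cut at about 22% in these data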;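 note: 0% = DMSO only wells and the 100% control is not disclosed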
MC4R barr agon: human MC4R agonism via beta-arrestin; P32245; U2OS MC4R beta-arrestin complementation, luminescence; percent of melanotan II response, DMSO zero; activation, % at 8.9 µM; actives 0.98% (n = 360,000);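 active = activation above a per-plate cutoff, the mean activation of sample wells on that plate plus 3 SD, cut at about 8% in these data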
Exocytosis inh: lytic granule exocytosis inhibition | actives 0.66% (n = 360,000) | TALL-104 LAMP-1 surface exposure, flow cytometry; cells stimulated with thapsigargin and PMA | inhibition, % at 10 µM;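 active = inhibition above about 55%, limit read from the data; inconclusive = no clear call, values can overlap the other calls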
CaV13 ICDI inh: Disruptors of the CACNA1D IQ motif to Ca2+-dependent inactivation inhibitor domain association, primary screening, Förster resonance energy transfer in intact living …; inhibition, % at 12.3 µM; actives 0.098% (n = 340,000); HEK cells, CFP/YFP FRET ICDI-IQ, plate reader, 10 min; percent FRET-ratio fall versus neutral wells;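 active = mean replicate inhibition of at least 30% and at least 1% of replicates passing that level; inconclusive = only one of the two criteria is met; inactive = neither criterion is met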;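 note: 0% = median of the neutral control wells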
ABCB6 inh MLPCN: inhibitors of human ABC transporter ABCB6 | K562-ABCB6 porphyrin accumulation, flow cytometry, 1 h; stronger effect = lower value | fluorescence ratio to DMSO, % at 10 µM | actives 0.19% (n = 360,000);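 active = fluorescence ratio to DMSO below 75%, the collection mean minus 3 SD; inconclusive = too few cells collected in the well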;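 note: signal is porphyrin accumulated inside mitochondria; 100% equals median channel fluorescence of DMSO control wells; lower ratio means ABCB6 inhibition with less porphyrin fluorescence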
H9c2 protect: modulators protecting cardiomyocytes from myocardial damage; H9c2 cardiomyocytes, H2O2 injury protection, ATPLite, 2 h; actives 0.63% (n = 360,000); protection from H2O2 cell death, % at 20 µM;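 active = compounds giving at least 50% protection of heart cells from peroxide-induced death in the single-dose screen, raw or plate-pattern-corrected value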;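 note: 0% = DMSO wells with peroxide and 100% = DMSO wells without peroxide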
Active calls of the source: *; ? = inconclusive; · = not tested or not shown.

SMILES	HTR2A ag	N-glyco inh	PDI turbidity	MC4R antagonist	ABHD5 PLIN5 PPI	MC4R barr agon	Exocytosis inh	CaV13 ICDI inh	ABCB6 inh MLPCN	H9c2 protect
COc1cc(-c2nc3ccc(N4CCN(C)CC4)cc3[nH]2)cc(OC)c1OC	-1	?	4	-8	-1	-1.7	0	-4	106	19
COCCN1C[C@@H](CO)O[C@@H](n2cnc3c(N(C)C(C)C)ncnc32)C1	-4	1	-23	5	-3	1.1	-2	-7	101	2
CCCC(=O)Nc1ccccc1N1CCN(C(=O)C(C)C)CC1	3	0	2	8	4	-1.9	-1	-3	99	-1
FC(F)(F)c1nnc2sc(-c3ccccn3)nn12	-1	1	-6	-2	-1	-3.0	-2	-4	98	11
COc1ccc2cc(CN(CCO)C(=O)c3ccccc3F)c(=O)[nH]c2c1	-2	3	12	-2	1	-1.3	-2	·	103	8
CSc1cccc(NC(=O)C(=O)NCc2ccccc2)c1	2	1	10	-4	0	8.7*	-10	-3	89	-3
Cc1c(Nc2ncnc3nc[nH]c23)c(=O)n(-c2ccccc2)n1C	4	1	-10	3	6	-0.4	-5	-4	87	-7
C/C(=N/O)c1cc(C(C)(C)C)c(O)c(C(C)(C)C)c1	-2	·	-3	2	-9	1.9	19	-6	90	-11
COc1ccc(C)cc1S(=O)(=O)N1CCCC(C(=O)N2CCN(c3ccccc3F)CC2)C1 (configuration not stated)	1	-2	11	1	-6	-4.5	0	-6	102	0
O=C1CNC(=S)N1Cc1ccccc1Cl	-4	1	2	5	-1	-0.9	-1	-17	101	4
CC(C)c1ccc(NC(=O)C2CCCN2S(=O)(=O)c2ccccc2F)cc1 (configuration not stated)	-4	1	15	-3	-1	-0.2	-1	-5	99	-12
CC(=O)c1cccc(NC(=O)COc2ccc(S(=O)(=O)N3CCOCC3)cc2)c1	0	0	-9	4	-3	-3.1	0	·	100	6
CN1C(=O)CS(=O)c2ccc(C(=O)NCCC3=CCCCC3)cc21 (configuration not stated)	1	-2	·	6	-2	-0.8	-1	-11	103	-10
Cc1cc(=O)[nH]c2ccc(S(=O)(=O)Nc3ccc(O)cc3)cc12	1	2	5	1	7	1.0	4	-2	99	5
COc1ccc2[nH]c3c(c2c1)CCN1C(=O)N([C@@H](C)C(=O)NCc2ccccc2)C(=O)[C@]31C	-1	-2	·	11	0	0.6	7	·	100	-5
COc1ccccc1N(CC(=O)NCCSCc1ccccc1Cl)S(C)(=O)=O	-3	-2	0	6	3	-0.6	20	-4	93	0
Cc1nn(CC(=O)O)c(C)c1[N+](=O)[O-]	3	3	-2	-2	-4	-2.7	-3	-5	103	-2
O=C(NCCN1CCOCC1)N1CCOCC1	3	1	-8	2	4	1.4	-4	-3	100	-2
CC(CCc1ccccc1)NC(=O)c1ccc(Br)cc1 (configuration not stated)	-4	-3	8	4	1	-1.4	-1	-20	97	-3
O=C(CCC1CCCC1)NC1CCCCC1	0	-1	-2	4	-3	-0.7	1	-5	96	2
CC(=O)c1ccc(N2CCN(C(=O)CCCn3c(=O)[nH]c4ccsc4c3=O)CC2)cc1	-1	0	-7	4	1	-0.6	-10	-4	92	24
O=C(c1ccsc1)N1CCCC(Nc2cccc(F)c2)C1 (configuration not stated)	-2	0	-3	-4	-2	-1.1	-2	-11	85	2
CCCCCC(=O)Nc1cc(S(=O)(=O)N2CCOCC2)ccc1N1CCCC1	5	3	6	8	-6	-3.4	0	-6	95	-2
COc1cc(OC)cc(C(=O)n2cnnc2N)c1	5	3	11	-1	4	-2.3	1	-5	101	3
Cc1ccc(Cn2ccc(NC(=O)c3cc(-c4ccc(F)cc4)on3)n2)cc1	6	15	-7	9	10	-0.3	0	-8	114	0

As a working copy, some entries already given:
SMILES	HTR2A ag	N-glyco inh	PDI turbidity	MC4R antagonist	ABHD5 PLIN5 PPI	MC4R barr agon	Exocytosis inh	CaV13 ICDI inh	ABCB6 inh MLPCN	H9c2 protect
CN1C(=O)CS(=O)c2ccc(C(=O)NCCC3=CCCCC3)cc21 (configuration not stated)	1	-2	·	6	-2	-0.8	-1	-11	103	-10
Cc1cc(=O)[nH]c2ccc(S(=O)(=O)Nc3ccc(O)cc3)cc12	1	2	5	1	7	1.0	4	-2	99	5
COc1ccc2[nH]c3c(c2c1)CCN1C(=O)N([C@@H](C)C(=O)NCc2ccccc2)C(=O)[C@]31C	-1	-2	·	11	0	0.6	7	·	100	-5
COc1ccccc1N(CC(=O)NCCSCc1ccccc1Cl)S(C)(=O)=O	-3	-2	0	6	3	-0.6	20	-4	93	0
Cc1nn(CC(=O)O)c(C)c1[N+](=O)[O-]	3	3	-2	-2	-4	-2.7	-3	-5	103	-2
O=C(NCCN1CCOCC1)N1CCOCC1	3	1	-8	2	4	1.4	-4	-3	100	-2
CC(CCc1ccccc1)NC(=O)c1ccc(Br)cc1 (configuration not stated)	-4	-3	8	4	1	-1.4	-1	-20	97	-3
O=C(CCC1CCCC1)NC1CCCCC1	0	-1	-2	4	-3	-0.7	1	-5	96	2
CC(=O)c1ccc(N2CCN(C(=O)CCCn3c(=O)[nH]c4ccsc4c3=O)CC2)cc1	-1	0	-7	4	1	-0.6	-10	-4	92	24
O=C(c1ccsc1)N1CCCC(Nc2cccc(F)c2)C1 (configuration not stated)	-2	0	-3	-4	-2	-1.1	-2	-11	85	2
CCCCCC(=O)Nc1cc(S(=O)(=O)N2CCOCC2)ccc1N1CCCC1	5	3	6	8	-6	-3.4	0	-6	95	-2
COc1cc(OC)cc(C(=O)n2cnnc2N)c1	5	3	11	-1	4	-2.3	1	-5	101	3
Cc1ccc(Cn2ccc(NC(=O)c3cc(-c4ccc(F)cc4)on3)n2)cc1	6	15	-7	9	10	-0.3	0	-8	114	0

Going on with the list.
SMILES	HTR2A ag	N-glyco inh	PDI turbidity	MC4R antagonist	ABHD5 PLIN5 PPI	MC4R barr agon	Exocytosis inh	CaV13 ICDI inh	ABCB6 inh MLPCN	H9c2 protect
O=C(O)CC12CC3CC(C1)CC(n1ncc(NCc4ccco4)c(Cl)c1=O)(C3)C2	-6	1	2	0	-2	1.3	-7	-4	122	-2
Cc1ccc(-c2nnn(CC(=O)N(Cc3ccccc3)C(C(=O)NC(C)(C)C)c3ccncc3)n2)o1 (configuration not stated)	1	2	7	2	-5	-1.5	12	-7	106	-2
CCCCn1[nH]c(-c2ccccc2)cc1=O	-3	-2	13	-3	-27	-1.2	3	-6	96	-5
CCCCCOc1ccc(C(=O)CCC(=O)NC(C)c2ccc(S(N)(=O)=O)cc2)cc1 (configuration not stated)	-5	0	-3	10	2	-0.1	1	-9	87	-7
Cc1ccc(C2CC2C(=O)NNC(=S)Nc2ccc(Cl)cc2)cc1 (configuration not stated)	-4	3	-8	13	-11	-0.8	-3	-4	94	-9
CCCCc1nnc(NC(=O)CSCc2cc(=O)n3c(C)csc3n2)s1	-2	2	8	2	0	-1.5	2	-15	97	2
COc1ccc(N2CCN(c3cc(C)c4ccc(C)cc4n3)CC2)cc1	-1	0	1	-7	5	5.3	2	-18	101	-15
COc1ccc(C2C(C(=O)NCc3ccco3)c3ccccc3C(=O)N2C)cc1 (configuration not stated)	7	-1	-9	-4	4	0.4	-5	-7	89	5
COc1ccc(C2N=C(N)N=C(N)N2c2ccc(C)cc2)cc1 (configuration not stated)	1	5	-7	0	6	-0.4	-2	-15	90	8
CCc1cc(=O)oc2cc(C)c(CN3CCCC3)c(O)c12	-2	1	-4	0	-3	-0.8	-3	-5	91	0
Clc1ccc(-c2nc(NCCN3CCOCC3)c3ccccc3n2)cc1	-5	-2	8	5	21	-3.2	-1	-9	101	9
CC(C(=O)NC1CCCCCC1)N(c1ccccc1)S(C)(=O)=O (configuration not stated)	1	3	-3	12	3	0.2	-5	-3	103	0
COc1ccccc1C(=O)Nc1ccccc1N1CCCCC1	-6	-1	-5	7	5	-1.3	67*	-4	99	-6
S=c1[nH]nc(-c2cccnc2)n1/N=C/c1ccc(Br)s1	4	1	1	11	0	-0.4	0	-2	92	-2
COc1cccc(-n2c(SCC(=O)N3c4ccccc4CC3C)nnc2-c2ccco2)c1 (configuration not stated)	-2	-1	0	15	6	-0.6	-5	-5	106	10
CCCS(=O)(=O)NC(=O)C1(C)CCCN(C(=O)c2cc(C)nn2C(C)(C)C)C1 (configuration not stated)	8	2	5	12	3	0.0	-6	-6	92	3
C=CCC[C@H](Cc1ccc(F)cc1)C(=O)OC[C@H](C)NC(=O)[C@H](CC=C)CC(=O)N(CCO)Cc1ccccc1	-1	-3	2	4	7	3.6	-5	-4	102	-9
COC(=O)c1ccc(CSc2nc3c(c(=O)[nH]2)CCC3)cc1	-4	2	-4	0	-6	-0.4	-1	-7	99	-5
N=c1oc2ccc(Cl)cc2cc1C(=O)NC1CCCCCC1	-1	15	4	-2	-2	-3.7	4	·	105	-5
Cc1cc(OCCCCN2C(=O)NC(C)(C)C2=O)cc(C)c1Cl	-8	0	1	17	-6	1.4	-1	·	102	-1
O=C1C(=Cc2cccs2)C(=O)c2ccccc21	9	-5	-10	-6	14	-0.2	-1	-4	104	4
COc1ccc(C(=O)Nc2ccc(Cc3ccncc3)cc2)cc1Br	-2	-1	-5	17	6	0.7	-4	-5	101	-8
CCCCNC(=O)c1cc2nc(-c3ccccc3)cc(C(F)(F)F)n2n1	-4	-2	-1	0	-3	-1.1	-5	-5	95	5
Cc1ccc(C(=O)N2CCCCC2)cc1NC1=C(Cl)C(=O)N(Cc2ccccc2)C1=O	2	-9	9	4	-4	-0.8	-3	-3	92	-19
Cc1cc(C(=O)Nc2ccc(S(=O)(=O)N3CCCC3)cc2)cs1	-12	0	1	3	-13	-2.4	-2	-9	103	-4
CCCN(CC1CC1)C(=O)COC(=O)c1ccc(CNS(=O)(=O)c2ccc(F)c(Cl)c2)cc1	4	0	12	12	1	1.6	1	-5	101	-9
CCCN1C(=O)/C(=C/c2ccc(OCC(=O)OCC)cc2)NC1=S	0	1	8	19	2	-3.0	14	0	95	-19
